LGR2 antag = blocks bursicon-induced cAMP signaling via Drosophila LGR2; HEK293 LGR2, CRE-luciferase, bursicon-stimulated, 4 h; inhibition, % at 9.99 µM; actives 0.35% (n = 380,000); AID 720647;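 active = drop in luminescence signal, shown as inhibition above about 50% in the replicate tests, limit read from the data, passing the limit was not always enough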;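 also: agonist challenge used bursicon conditioned medium at about half maximal strength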
PAX8 reporter = PAX8 transcriptional activity inhibition | actives 1.2% (n = 360,000) | inhibition, % at 12.6 µM | RMG-I TPO-luciferase reporter, SteadyGlo, 24 h;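 active = mean replicate inhibition at least 60% with every replicate also reaching 60%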;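 also: luciferase light reporting Pax8 driven TPO promoter activity; plate controls were median of neutral control wells for no effect and mitoxantrone controls for full effect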
ERAP1 inh = blocks human ERAP1 aminopeptidase activity. Q9NZ08. recombinant ERAP1, Leu-AMC fluorescence, 60 min. inhibition, % at 10.7 µM. actives 0.15% (n = 340,000). AID 652197;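 active = mean replicate inhibition of at least 30%, or all replicates individually reaching that 30% level; inactive = mean below 30% and not every replicate reaching it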;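 also: 0% = neutral control wells and 100% = L-leucinethiol positive control wells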
Target sequence (Q9NZ08 whole entry, looked up): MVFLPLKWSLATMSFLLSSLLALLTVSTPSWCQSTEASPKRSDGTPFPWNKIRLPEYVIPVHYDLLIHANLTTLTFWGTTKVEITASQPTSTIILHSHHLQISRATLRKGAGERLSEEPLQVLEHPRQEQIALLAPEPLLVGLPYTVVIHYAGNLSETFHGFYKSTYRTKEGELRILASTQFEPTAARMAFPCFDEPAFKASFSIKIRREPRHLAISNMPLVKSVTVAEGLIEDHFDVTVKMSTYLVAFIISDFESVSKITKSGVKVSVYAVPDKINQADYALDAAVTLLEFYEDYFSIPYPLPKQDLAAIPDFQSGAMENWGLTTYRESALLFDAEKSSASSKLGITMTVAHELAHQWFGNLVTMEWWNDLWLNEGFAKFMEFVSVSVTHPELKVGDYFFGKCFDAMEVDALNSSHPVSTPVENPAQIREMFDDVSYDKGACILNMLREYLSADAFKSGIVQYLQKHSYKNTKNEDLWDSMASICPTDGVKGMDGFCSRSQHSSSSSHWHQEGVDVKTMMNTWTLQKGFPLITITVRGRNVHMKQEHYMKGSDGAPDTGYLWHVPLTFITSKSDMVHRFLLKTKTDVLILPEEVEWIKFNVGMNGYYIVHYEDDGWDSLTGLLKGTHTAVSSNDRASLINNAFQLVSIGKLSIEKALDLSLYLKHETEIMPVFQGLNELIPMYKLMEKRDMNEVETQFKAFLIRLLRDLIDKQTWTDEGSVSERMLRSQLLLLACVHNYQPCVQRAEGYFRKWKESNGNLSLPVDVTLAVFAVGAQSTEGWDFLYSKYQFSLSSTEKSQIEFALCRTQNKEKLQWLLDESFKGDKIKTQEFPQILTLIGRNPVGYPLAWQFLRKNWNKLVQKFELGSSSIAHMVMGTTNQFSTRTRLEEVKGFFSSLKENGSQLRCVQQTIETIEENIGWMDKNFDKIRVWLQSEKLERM
PGC1a acetyl inh = lowers PGC1a acetylation signal in U2OS cells | inhibition, % at 15.6 µM | actives 0.17% (n = 350,000) | AlphaScreen anti-acetyl-lysine; with virally co-expressed GCN5 acetyltransferase;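 active = every replicate shows inhibition of at least 40%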;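 also: 0% = neutral control wells and 100% = positive control wells; some results beyond the cut were filed as inactive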
FN deposition inh = fibronectin deposition inhibition. AH1F fibroblasts, Alexa488-fibronectin deposition fluorescence, overnight. AID 743247. actives 0.086% (n = 350,000). inhibition, % at 12.6 µM;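 active = mean inhibition across replicates of 30% or more, regardless of how many single replicates reach that level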;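 also: positive control wells lacked labelled fibronectin entirely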
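Assay system: AH1F fibroblasts assembling fluorescent fibronectin matrix; Amount: 10000 AH1F cells per well; Buffer or medium: DMEM, 2% serum; Probe or stimulus: Alexa488-fibronectin, 24 nM final in well; Doses: single compound dose, delivered by pin transfer; Incubation: 1 h adhesion, overnight exposure; Measured by: fluorescence 485/525 nm; Read-out: fibronectin deposition inhibition.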
S100A4 inh HTS = S100A4-myosin IIA interaction inhibition; P26447; S100A4/TAMRA-MyoIIA peptide fluorescence polarization; inhibition, % at 10.7 µM; actives 0.14% (n = 360,000); AID 652163;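 active = mean inhibition of at least 70% across replicates, with every replicate also reaching that level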
Target sequence (P26447 whole entry, looked up): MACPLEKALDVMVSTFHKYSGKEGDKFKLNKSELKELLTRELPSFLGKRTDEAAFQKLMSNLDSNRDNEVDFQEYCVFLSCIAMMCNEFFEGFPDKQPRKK
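Test system – S100A4 monomer (human) · Compound – single-point compound testing · Schedule – 5 min incubation before reading · Probe or stimulus – TAMRA-labelled myosin IIA heavy-chain peptide probe, 5 nM · Benchmarks – neutral control DMSO, positive control TFP · Medium – Calcium-containing HEPES buffer, pH 7.2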
EWS-Fli inh = blocks EWS/Fli oncoprotein-driven transcription; A673 NR0B1-luciferase reporter, viability-normalised; inhibition, % at 12.6 µM; actives 0.67% (n = 350,000); AID 651661;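 active = mean inhibition of at least 50% after viability correction, with every replicate also passing that limit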;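 also: firefly luciferase signal divided by Alamar Blue viability fluorescence both relative to DMSO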
PglD DTNB = blocks C. jejuni PglD acetyltransferase activity; purified PglD enzyme, DTNB colorimetric CoA detection; inhibition, % at 12.5 µM; actives 0.098% (n = 360,000); AID 602405; in the data active = inhibition above about 16%, passing the limit was not always enough; also: strong numbers were not always called active
An asterisk follows results filed as active; · = not tested or not shown. Rows are unselected. About 2.1% of those tested had a hit in this group.

SMILES | LGR2 antag | PAX8 reporter | ERAP1 inh | PGC1a acetyl inh | FN deposition inh | S100A4 inh HTS | EWS-Fli inh | PglD DTNB
C[C@H](CO)N1C[C@H](C)[C@@H](CN(C)Cc2ccncc2)Oc2ncc(C3=CCCCC3)cc2C1=O | 12 | · | 3 | -13 | · | -29 | -16 | 0
COc1cc(OC)cc(-c2noc(-c3csc([C@@H]4O[C@H](CO)[C@H](O)[C@H](O)[C@H]4O)n3)n2)c1 | -5 | -10 | -1 | 11 | -2 | -10 | -4 | 1
O=C(C[C@H]1CC[C@@H]2NC[C@@H](O)COC[C@H]2O1)NC1Cc2ccccc2C1 | -34 | -5 | 2 | 3 | -9 | 19 | 0 | 2
CCOC(=O)C(C)c1nc2ccccc2[nH]c1=O (stereo unspecified) | 16 | · | 0 | 2 | -8 | -1 | · | 1
CN1CCC(=C2c3ccccc3C(O)c3ccccc32)CC1 (stereo unspecified) | -10 | -12 | 0 | · | 1 | -6 | 3 | 2
CC(C)OC(=O)CCC1(C(=O)O)CCC(=O)NC1 (stereo unspecified) | 3 | · | -9 | 4 | · | -5 | 9 | 3
COc1ccc(-n2nnnc2SC(C)C(N)=O)cc1 (stereo unspecified) | -3 | · | -4 | · | · | -1 | 1 | 5
Cc1cccc(N2C(=O)C3CCCN3C2=S)c1 (stereo unspecified) | -9 | -20 | 4 | -4 | 6 | 0 | 11 | -5
CS(=O)(=O)N1CCN(C2CCN(Cc3ccccc3)CC2)CC1 | · | · | -1 | 8 | · | 0 | · | 4
CC1(C(=O)Nc2cccc(C#N)c2)CCN1C(=O)C/C=C/c1ccccc1 (stereo unspecified) | 1 | 3 | -2 | -12 | -4 | -2 | 3 | 5
O=C(C[C@H]1C=C[C@@H](NC(=O)C2CCC2)[C@@H](CO)O1)NC1CCC1 | -17 | -12 | -1 | -7 | · | -1 | 0 | 4
Cc1ccccc1-c1ccc([C@H]2[C@H]3CN(C(=O)c4cccnc4)CCCCN3[C@H]2CO)cc1 | 16 | 17 | 1 | 4 | · | -8 | 9 | -11
CN(CC1CCCN(CCc2cccc(C(F)(F)F)c2)C1)C(=O)c1ccco1 (stereo unspecified) | -6 | · | -6 | -3 | 4 | -14 | -18 | -4
C[C@@H]1CN([C@@H](C)CO)C(=O)c2cc(C#CC3CCCC3)cnc2O[C@@H]1CN(C)C(=O)C1CCCCC1 | -2 | -6 | -1 | 7 | -3 | 11 | -2 | 2
c1ccc2c3n(nc2c1)CCCO3 | 0 | 12 | 0 | · | · | -5 | -1 | 5
Cn1cc(Br)c(C(=O)NN2C(=O)C3C(C2=O)C2C=CC3C23CC3)n1 (stereo unspecified) | 5 | 16 | · | · | 11 | -1 | -4 | -12
COc1ccc(N(CC(O)Cn2cnc3ccccc32)S(=O)(=O)c2ccc(C)cc2)cc1 (stereo unspecified) | 23 | 34 | -4 | 6 | 0 | -7 | 49 | 5
Cc1noc(C)c1NC(=O)N(C)C[C@@H]1Oc2ccc(NC(=O)CCCCCC(=O)Nc3ccccc3N)cc2C(=O)N([C@@H](C)CO)C[C@H]1C | -2 | -16 | 0 | 2 | · | 2 | -13 | ·
COc1ccccc1NC(=S)N1CCN(c2ccccn2)CC1 | -8 | -4 | · | · | -3 | · | · | -1
COc1cc(NC(=O)C2=C(C)OCCS2)c(Cl)cc1C(=O)NCCN(C)C | -5 | -1 | 0 | 0 | 4 | -1 | -13 | 0
Fc1ccc(Nc2nc(N3CCOCC3)nc(N3CCOCC3)n2)cc1Cl | 2 | 13 | 1 | -5 | 0 | -5 | 5 | -3
COc1ccccc1NC(=O)Nc1nc(C(N)CC(C)C)cs1 (stereo unspecified) | 18 | 4 | -1 | · | 4 | -3 | 11 | -3
CC1CCC(NC(=O)C2CC(=O)N(c3ccc4c(c3)OCCO4)C2)CC1 (stereo unspecified) | 20 | 20 | 1 | -4 | -1 | 1 | 0 | ·
COc1ccc(CNC(=O)Cn2ncn3c(cc4ccccc43)c2=O)cc1 | -4 | 21 | 1 | -10 | 1 | 3 | 8 | 9
N#CCCN(Cc1cccnc1)S(=O)(=O)c1ccc2ccccc2c1 | -2 | 24 | -1 | -3 | 3 | -2 | -2 | 2
O=C(O)c1cccc(N2C(=O)c3ccc4c5c(ccc(c35)C2=O)C(=O)N(c2cccc(C(=O)O)c2)C4=O)c1 | -2 | 3 | 8 | 10 | -2 | 4 | 1 | -4
CO[C@@H]1CN(C)C(=O)c2ccc(NC(=O)Nc3cccc(F)c3)cc2OC[C@H](C)N(C(=O)C2CC2)C[C@H]1C | 10 | · | · | 15 | -5 | · | -13 | ·
CCN(CC(=O)Nc1ccccc1C(F)(F)F)C(=O)C1CCC1 | 8 | -5 | -1 | · | -4 | 0 | 3 | ·
Cc1noc(C)c1NC(=O)N(C)C[C@H]1Oc2ccc(NC(=O)Nc3ccc(C(F)(F)F)cc3)cc2CC(=O)N([C@@H](C)CO)C[C@H]1C | -2 | -22 | -3 | 4 | · | 4 | -6 | 0
COc1ccc(C(C)(C)C)cc1NC(=O)CCN1C(=O)NC(C)(C)C1=O | 15 | -5 | -1 | 0 | -14 | -20 | 3 | 2
Cc1cc(C)c(S(=O)(=O)N2CCN(C(=O)c3cc(=O)[nH]c4ccccc34)CC2)c(C)c1 | 22 | -6 | 5 | -8 | -10 | 6 | 8 | -3
Cc1ccc(C)c(NC(=O)CCN2CCc3ccccc3C2)c1 | -5 | -1 | -2 | · | -1 | 1 | 6 | ·
CSCCC(NS(=O)(=O)c1ccc(C)cc1)C(=O)NC1CCCCCC1 (stereo unspecified) | -1 | · | 2 | · | 6 | 0 | 4 | -4
C[C@@H]1CN([C@@H](C)CO)C(=O)c2cccc(NS(=O)(=O)c3cccs3)c2O[C@@H]1CN(C)S(=O)(=O)c1cccs1 | 2 | 3 | -6 | -7 | · | -5 | -10 | -4
Cc1ccc(S(=O)(=O)N(C)C[C@@H]2Oc3ccc(N(C)C)cc3CC(=O)N([C@H](C)CO)C[C@H]2C)cc1 | 7 | 11 | 0 | -4 | 2 | -2 | -8 | 2
NCCCCCC(=O)Nc1ccncc1 | -11 | -4 | 4 | · | -4 | 1 | 2 | ·
Cc1ccc(OC(=O)c2ccc(C)c(C)c2)cn1 | · | 2 | · | 3 | -1 | · | · | 10
Cc1nccn1C[C@@H]1CCc2c(c3ccccc3n2C)C1=O | -4 | -8 | 0 | 10 | 0 | 6 | 3 | -1
Cc1cccc2cc(CN(CCN3CCOCC3)C(=O)Nc3ccccc3F)c(=O)[nH]c12 | -22 | -2 | -1 | -8 | -8 | -9 | 6 | -1
CC1=CCC2C(=O)N(c3ccccc3OC(=O)c3ccccc3F)C(=O)C2C1 (stereo unspecified) | 2 | 19 | 4 | -6 | 2 | -2 | 12 | -8
C[C@H](CO)N1C[C@H](C)[C@@H](CN(C)Cc2ccncc2)OCCCC[C@H](C)Oc2ccc(NC(=O)c3ccccc3)cc2C1=O | -22 | 10 | 3 | 16 | · | -8 | 0 | -10
C[C@H](CO)N1C[C@H](C)[C@@H](CN(C)C(=O)Nc2ccc3c(c2)OCO3)Oc2cc(C#Cc3cccnc3)ccc2S1(=O)=O | 26 | 2 | 3 | -6 | · | 5 | 14 | 5
C[C@H](CO)N1C[C@H](C)[C@H](CN(C)S(=O)(=O)c2cn(C)cn2)Oc2ccc(NC(=O)C3CCCCC3)cc2CC1=O | -9 | -25 | 3 | -26 | · | -7 | -4 | 2
C/C(=C\C(=O)c1cccnc1)Nc1ccc(C(=O)O)cc1 | 7 | · | 2 | · | -9 | -4 | · | 1
CS(=O)(=O)N1[C@@H]2Cn3c(ccc(-c4ccc(F)cc4)c3=O)[C@H]1[C@@H](C(=O)N1CCOCC1)[C@@H]2CO | 4 | · | 1 | · | · | 2 | -10 | 1

Full records, looked up by structure:
C[C@H](CO)N1C[C@H](C)[C@H](CN(C)S(=O)(=O)c2cn(C)cn2)Oc2ccc(NC(=O)C3CCCCC3)cc2CC1=O in the list: LGR2 antag = -9; PAX8 reporter = -25; ERAP1 inh = 3; PGC1a acetyl inh = -26; FN deposition inh = ·; S100A4 inh HTS = -7; EWS-Fli inh = -4; PglD DTNB = 2
CS(=O)(=O)N1[C@@H]2Cn3c(ccc(-c4ccc(F)cc4)c3=O)[C@H]1[C@@H](C(=O)N1CCOCC1)[C@@H]2CO in the list: LGR2 antag = 4; PAX8 reporter = ·; ERAP1 inh = 1; PGC1a acetyl inh = ·; FN deposition inh = ·; S100A4 inh HTS = 2; EWS-Fli inh = -10; PglD DTNB = 1

(continued)
SMILES | LGR2 antag | PAX8 reporter | ERAP1 inh | PGC1a acetyl inh | FN deposition inh | S100A4 inh HTS | EWS-Fli inh | PglD DTNB
C[C@@]12C(=O)N(Cc3ccc(Cl)cc3)CC(=O)N1[C@H]1c3ccccc3OC[C@@H]1[C@@H]2c1ccccc1 | 2 | 24 | -5 | · | 1 | 1 | 3 | -1
COC(=O)c1ccc2[nH]ccc2c1 | -26 | -22 | 4 | · | 4 | -3 | -79 | 8
COc1ccccc1CNC(=O)C[C@@H]1CC[C@H]2[C@@H](COc3ccc(NS(=O)(=O)c4ccc(C)cc4)cc3C(=O)N2C)O1 | -6 | -8 | 0 | 2 | 11 | 1 | -1 | 4
COc1ccccc1N1CCN(C2CC(=O)N(c3ccc(Cl)cc3)C2=O)CC1 (stereo unspecified) | 0 | 7 | 0 | · | -3 | -6 | 7 | 0
Cc1ccc(C(=O)N2CCCC(Nc3ccc(F)cc3)C2)cc1C (stereo unspecified) | 6 | 14 | -4 | -2 | 6 | -5 | 11 | -2
CCS(=O)(=O)N1CCCCN2[C@@H](CO)[C@H](c3ccc(-c4ccccc4F)cc3)[C@@H]2C1 | -4 | 4 | 4 | -6 | · | -7 | 2 | 2
COc1ccc(OCC(O)Cn2c(N3CCCCC3)nc3c2c(=O)[nH]c(=O)n3C)cc1 (stereo unspecified) | 2 | 8 | 0 | 8 | -2 | 3 | 5 | 12
CC1CCCCC1NC(=O)NC(=O)COC(=O)c1ccc(OC(F)F)cc1 (stereo unspecified) | 4 | -40 | 0 | · | -3 | 0 | -1 | -4
Nc1ccn([C@@H]2O[C@H](C(=O)N3CCN(Cc4ccccn4)CC3)[C@@H](O)[C@H]2O)c(=O)n1 | 3 | -1 | · | · | -6 | 0 | 2 | ·
CNC[C@H]1Oc2ccc(N(C)C)cc2C(=O)N([C@H](C)CO)C[C@@H]1C | -26 | 1 | 1 | -8 | 0 | -1 | -7 | 3
O=C(/C=C/c1ccc(Cl)cc1)NC1CCS(=O)(=O)C1 (stereo unspecified) | 1 | -13 | -1 | · | -6 | 3 | -9 | ·
Cc1ccc(NC(=O)Nc2ccc(F)cc2F)c(OC(F)F)c1 | -15 | 5 | 3 | 2 | -9 | 1 | 9 | 1
CCOc1ccc2oc(C(=O)OCC(=O)N3C(C)CCCC3C)c(C)c2c1 (stereo unspecified) | 0 | -9 | -4 | · | -3 | 13 | -10 | 0
CCC1=NN(C(=O)COc2ccccc2C)C(O)(c2ccncc2)C1 (stereo unspecified) | 7 | -2 | 2 | · | · | -12 | 1 | ·
CC(C)CC(NS(=O)(=O)c1ccc2c(c1)oc(=O)n2C)C(=O)NCc1cccnc1 (stereo unspecified) | 3 | -7 | 0 | 0 | -9 | -1 | 1 | ·

6 entries from above, arranged by the value under S100A4 inh HTS, falling:
Structure | S100A4 inh HTS
COc1ccc(CNC(=O)Cn2ncn3c(cc4ccccc43)c2=O)cc1 | 3
COC(=O)c1ccc2[nH]ccc2c1 | -3
c1ccc2c3n(nc2c1)CCCO3 | -5
COc1ccc(N(CC(O)Cn2cnc3ccccc32)S(=O)(=O)c2ccc(C)cc2)cc1 (stereo unspecified) | -7
Cc1cccc2cc(CN(CCN3CCOCC3)C(=O)Nc3ccccc3F)c(=O)[nH]c12 | -9
CN(CC1CCCN(CCc2cccc(C(F)(F)F)c2)C1)C(=O)c1ccco1 (stereo unspecified) | -14
